Screens deposited in PubChem BioAssay by National Center for Advancing Translational Sciences (NCATS).
HTT ATP protect: Huntington cell model cytoprotection by ATP luminescence; PC12 HTT-Q103 induced, cytoprotection, ATP luminescence, 40 h; Potency, µM (top dose mostly 56.4 µM), without a hit: cytoprotection (ATP increase), actives largely listed as activators; 230,000 tested, 0.14% active; AID 1471;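 further: potency means the concentration at half of the fitted maximal effect; % of control where 0% means no effect; nearly all actives have a fitted effect of over 45% in size; toxic huntingtin expression switched on by the ecdysone agonist tebufenozide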
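Stable PC12 Q103-GFP cells in serum-supplemented, phenol red-free DMEM; induction by tebufenozide at 100 nM final; compound dose series; cell viability quantified luminescently from ATP.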
HTT aggregate: mutant huntingtin aggregation inhibition; PC12 HttQ103-GFP aggregates, Acumen cytometry, 40 h; Potency, µM (highest dose often 46.1 µM), for the others: at the highest dose activity change, negative = inhibition, hits mostly inhibitors; 220,000 tested, 1.1% active; AID 1688; further: potency means the concentration at half of the fitted maximal effect; on the % scale 0 is the no-effect control and ±100 the full control effect; nearly all actives have a fitted effect of over 60% in size
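Aggregate formation scored by laser-scanning cytometer (488 excitation, 500–530 emission) in lysed PC12 cells expressing Q103-GFP after 100 nM tebufenozide induction; library tested in dose series, with ATPLite reagent added in the multiplex.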
CBFb RUNX1 block: blocks binding between human CBF-beta and RUNX1; AlphaScreen CBFb-His/RUNX1-biotin binding, biochemical; Potency, µM (doses to about 59.8 µM), for the others: at the highest dose activity, negative = inhibition, actives largely listed as inhibitors; 230,000 tested, under 10 active; AID 1477; further: % of control where 0% means no effect
Target sequence (Q01196 whole entry, looked up): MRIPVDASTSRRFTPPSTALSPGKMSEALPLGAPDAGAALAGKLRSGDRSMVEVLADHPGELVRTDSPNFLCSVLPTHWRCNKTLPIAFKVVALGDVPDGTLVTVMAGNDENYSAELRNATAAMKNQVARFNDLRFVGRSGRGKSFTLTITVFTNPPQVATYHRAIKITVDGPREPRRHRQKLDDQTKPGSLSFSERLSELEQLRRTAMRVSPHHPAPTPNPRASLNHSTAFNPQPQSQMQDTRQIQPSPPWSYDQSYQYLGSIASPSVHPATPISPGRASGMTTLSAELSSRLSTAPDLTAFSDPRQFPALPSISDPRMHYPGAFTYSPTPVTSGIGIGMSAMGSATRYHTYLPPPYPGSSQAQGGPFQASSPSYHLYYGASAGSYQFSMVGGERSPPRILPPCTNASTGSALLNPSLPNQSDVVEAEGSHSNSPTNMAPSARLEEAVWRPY
Target sequence (Q13951 whole entry, looked up): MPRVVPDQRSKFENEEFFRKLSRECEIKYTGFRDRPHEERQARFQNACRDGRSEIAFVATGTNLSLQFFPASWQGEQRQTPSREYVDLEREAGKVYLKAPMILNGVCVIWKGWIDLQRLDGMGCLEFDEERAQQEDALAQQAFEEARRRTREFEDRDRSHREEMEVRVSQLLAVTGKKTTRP
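Interaction loss through any mechanism counts as activity. Pre-formed complex of His-CBF-beta and biotin-RUNX1 (30 nM apiece) is incubated with compound 15 min, then with 50 ng nickel and 50 ng streptavidin beads for 90 min before AlphaScreen detection.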
SMN2 splice up: enhancers of SMN2 splice variant expression; 210,000 tested, 2.8% active; HEK293 SMN2-luciferase splicing reporter, luminescence, 30-36 h; Potency, µM (top dose mostly 46.1 µM), for the others: at the top dose activity change, positive = activation, usual class: activators; further: potency means the concentration at half of the fitted maximal effect; % of control where 0% means no effect; nearly all actives have a fitted effect of over 55% in size
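HEK293 cells carry an SMN2 minigene-luciferase reporter in which exon 7 inclusion puts luciferase in frame. Cells were seeded at 2000 cells/well, attached for 10-12 hours, then exposed to compounds for 30-36 hours at 37C before ONE-Glo luminescence.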
IMPase Li inh: cell-permeable IMPase inhibitors with lithium potentiation; CHO-M1 cells, IP1 TR-FRET (IP-One), carbachol + lithium; Potency, µM (titrated, usually from 59.4 µM), without a hit: top-dose activity, negative = IMPase inhibition, usual class: inhibitors; 210,000 tested, 0.35% active;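 further: IP1 builds up when IMPase is blocked and the TR-FRET signal falls; potency means the concentration at half of the fitted maximal effect; plate controls were basal vehicle for no effect and high inhibitor control for full effect; nearly all actives have a fitted effect of over 50% in size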
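CHO cells stably expressing M1 receptor (2000/well, cultured 16–30 h) treated 30 min at 37C with compound plus low lithium. Cytosolic IP1 by TR-FRET (665/620 ratio and 620 channel) after 10 min lysis; AC50 by Hill fit.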
LMNA splice mod: modulators of lamin A splicing | HeLa LMNA splicing GFP/RFP minigene ratio, 48 h | Potency, µM (series often up to 46.1 µM), without a hit: at the top dose ratio change, negative = inhibition, most hits filed as inhibitors | 200,000 tested, 0.01% active; active means well fitted inhibition curve with a large enough effect in the signal ratio, with a control signal flat, not every such curve was filed as active; inconclusive means small, poorly fitted or top-dose-only effect, or effect the other way, or a change in a side signal; the % refers to the signal ratio; further: potency means the concentration at half of the fitted maximal effect; on the % scale 0 is the no-effect control and ±100 the full control effect
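Read-out is the ratio of GFP to DsRed2 object intensity, acquired by 488 nm laser-scanning cytometry on HeLa lamin A-EGFP minigene reporter cells. Compound incubation 48 hrs at 37 °C in Opti-MEM with 2% FBS; DMSO 0.5% final.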
KinaseGlo FLuc: blocks Kinase-Glo luciferase, a counter-screen artifact; Q27757; Kinase-Glo luciferase, ATP luminescence, 8 min; Potency, µM (highest dose often 38.3 µM), for inactives: at the highest dose activity change, negative = inhibition, actives largely listed as inhibitors; 200,000 tested, 0.28% active; further: potency means the concentration at half of the fitted maximal effect; on the % scale 0 is the no-effect control and ±100 the full control effect; nearly all actives have a fitted effect of over 60% in size
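Kinase-Glo luciferase light output from ATP and luciferin was measured with 10 uM ATP, within the enzyme's linear range. Buffer: 50 mM imidazole pH 7.2, 50 mM KCl, 7 mM MgCl2, 0.01% Tween 20, 0.05% BSA; luminescence read after 8 min at ambient temperature.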
* marks the source's active call; other numbers are inactive results; ? = inconclusive; / = no result given; [ ] = another dose, or the depositor's remark. Unless noted, the call rests on the fitted dose curve; in most records, active means well fitted curve in the direction sought with a large enough effect; inconclusive means small, poorly fitted or top-dose-only effect, or another doubt; inactive means no such curve, though single readings can be large; an effect the other way counts as inactive or inconclusive. No enrichment for hits; 4% or so of the library scored in one or more.

SMILES	HTT ATP protect	HTT aggregate	CBFb RUNX1 block	SMN2 splice up	IMPase Li inh	LMNA splice mod	KinaseGlo FLuc
O=C1Nc2ccccc2C(O)(C(=O)NCc2ccco2)N1c1ccc(Cl)cc1 (stereo not given)	8%	-10%	-2%	20%	35%[activator][38.3 µM]	-12%	-1%
Cc1ccc(S(=O)(=O)N(C)CCCC(=O)Nc2ccc(F)cc2)cc1	-41%[inhibitor]	-9%	3%	-38%[inhibitor]	-1%	1%[9.22 µM]	-1%
CCN(CC)CCCNC(=O)c1cc(-c2ccc(O)cc2)on1	-11%	19%	-3%	0%	-7%[38.3 µM]	-5%	-1%
CCOC(CNc1c([N+](=O)[O-])c(=O)n(C)c(=O)n1C)OCC	/	-6%	2%	22%	0%	-8%	0%
CS(=O)(=O)N(CC(=O)N1CCCC1)c1cccc(Cl)c1	1%[10 µM]	-15%	7%	-10%	-8%[38.3 µM]	0%	-1%
O=C(Cc1ccc(Cl)cc1)OCc1nnc(-c2ccccc2)o1	-24%	0%	22%	-4%	0%	29%[46 µM]	3%
Cc1c(NC(=O)c2ccc(Br)s2)c(=O)n(-c2ccccc2)n1C	/	31%	9%	0%	7%	-14%[46 µM]	0%
C=CCOc1ccn(C)c(=O)n1	11%[10 µM]	-20%[9.22 µM]	11%	/	/	/	/
CCOc1ccccc1N1CCN(Cc2cccc(OC)c2O)CC1	17%	-17%	3%	29%	1%[38.3 µM]	2%	5%
COc1ccc(NC2=C3CC(C)CC=C3N(c3ccc(OC)cc3)C2=O)cc1 (stereo not given)	-38%[inhibitor]	-22%	-6%	2%	10%	/	-4%
CCCc1nnc(NC(=O)CCC(=O)N2CCN(c3nc(C)cc(C)n3)CC2)s1	6%[10 µM]	-7%[9.22 µM]	8%	/	/	/	/
O=C(NCC1CCCO1)c1ccc2c(c1)OCO2 (stereo not given)	6%	7%[9.22 µM]	1%	-6%	-5%[38.3 µM]	6%	-5%
Cn1cnnc1Sc1nc([N+](=O)[O-])nn1C	-13%[10 µM]	-13%[9.22 µM]	6%	/	10%	-5%[46 µM]	3%
O=C1c2ccccc2NC(c2cn[nH]c2-c2ccccc2)N1O (stereo not given)	/	-32%	-7%	-32%[inhibitor]	1%	0%	-1%
CCOc1ccc(Nc2ncnc3ccc([N+](=O)[O-])cc23)cc1	9%[10 µM]	7.9µM*	-4%	-23%	7%	12%[46 µM]	1%
CNC(=O)NC(=O)COC(=O)c1ccccc1OCc1ccccc1	6%[10 µM]	-5%	-26%	-18%	3%	-10%[46 µM]	4%
CCCC(=O)Nc1cc(C)c(NC(=O)c2ccncc2)cn1	11%[10 µM]	10%	-2%	-4%	6%[38.3 µM]	-6%	12%
COc1ccc(CNC(=O)c2csc(Cc3ccccc3)n2)cc1	25%[10 µM]	-30%	13%	?	10%[38.3 µM]	-11%	6%
Cn1c(=O)n(C)c2cc([N+](=O)[O-])c(N3CCN(CCO)CC3)cc21	-10%	-19%	10%	/	9%	/	-1%
CCOc1cc(/C=N\NC(=O)Cn2nc([N+](=O)[O-])cc2C)ccc1OCc1cccc2ccccc12	-2%[10 µM]	-10%	-1%	13%	18%[38.3 µM]	10%	-4%
CCNc1nc(NCC)n2c(SCC(=O)Nc3ccccc3[N+](=O)[O-])nnc2n1	18%[10 µM]	3%	-7%	-1%	-8%	?	0%
Oc1ccc(-c2csc(Nc3ncccn3)n2)cc1	-130%[inhibitor]	13%	0%	25µM*	2%	/	-4%
CC(NC(=O)c1ccc(Br)o1)c1ccccc1 (stereo not given)	15%[10 µM]	17%[9.22 µM]	-2%	-1%	5%	?	4%
CCOC(=O)C1CCCN(C(=O)Cc2c(C(=O)O)[nH]c3ccccc23)C1 (stereo not given)	5%	15%	2%	1%	-5%[38.3 µM]	5%	3%
Cc1cc(OCc2nnc(SC(C)C(=O)O)n2Cc2ccccc2)ccc1Cl (stereo not given)	-9%[10 µM]	-12%[9.22 µM]	1%	10%	9%	22%[46 µM]	3%
Cc1nccn1CC1CCC2C(C1=O)c1ccccc1N2C (stereo not given)	-35%[inhibitor]	/	14%	-1%	7%	/	/
Clc1ccc(-c2noc(CSc3nnc(Cc4cccs4)n3-c3ccccc3)n2)cc1	-65%[inhibitor]	?	0%	-46%[inhibitor]	28%[38.3 µM]	?	2%
Cc1cc(C)c(C#N)c(Nc2ccccc2)n1	32%[10 µM]	-10%	0%	2%	0%	2%	0%
Cc1ccc(NC(=O)Nc2cc(S(C)(=O)=O)ccc2Cl)cc1	2%[10 µM]	0%[9.22 µM]	6%	/	/	/	/
CCC(=O)NC(=S)Nc1ccccc1C(=O)OC	11%[10 µM]	4%	3%	-8%[1.84 µM]	-2%	-10%	-3%

Reformatted with each value named: entries from further up.
Clc1ccc(-c2noc(CSc3nnc(Cc4cccs4)n3-c3ccccc3)n2)cc1
  HTT ATP protect = -65%[inhibitor]	HTT aggregate = ?	CBFb RUNX1 block = 0%	SMN2 splice up = -46%[inhibitor]	IMPase Li inh = 28%[38.3 µM]	LMNA splice mod = ?	KinaseGlo FLuc = 2%
Oc1ccc(-c2csc(Nc3ncccn3)n2)cc1
  HTT ATP protect = -130%[inhibitor]	HTT aggregate = 13%	CBFb RUNX1 block = 0%	SMN2 splice up = 25µM*	IMPase Li inh = 2%	LMNA splice mod = /	KinaseGlo FLuc = -4%

More structures
SMILES	HTT ATP protect	HTT aggregate	CBFb RUNX1 block	SMN2 splice up	IMPase Li inh	LMNA splice mod	KinaseGlo FLuc
O=C(O)c1cc(/C=C/C(=O)c2cc(F)ccc2O)c2c(c1)COCO2	16%[10 µM]	4%[9.22 µM]	-16%	/	/	/	/
O=C1/C(=C/c2ccccn2)SC(=S)N1CCc1ccccc1	27%[10 µM]	4%[9.22 µM]	-2%	/	/	/	/
NC(=O)c1c(NC(=O)c2cccnc2)sc2c1CCCC2	5%	13%	-3%	-1%	0%	/	0%
CCC(C)NC(=O)c1cc(-c2ccc(OC)cc2)on1 (stereo not given)	-35%	-5%	4%	10µM*	30%[38.3 µM]	1%	-6%
Cc1cc(C)n(-c2ccccc2[N+](=O)[O-])n1	-7%[10 µM]	-18%[9.22 µM]	-1%	/	3%	1%[46 µM]	-2%
CCOc1ccc(C(=O)NCCC(=O)NCCCC(=O)O)cc1	-12%	-11%	1%	18%	2%[38.3 µM]	-2%	2%
COc1ccc(C2SCCN2C(=S)Nc2cccc(C(F)(F)F)c2)cc1 (stereo not given)	15%[10 µM]	-16%	11%	-26%	17%	-14%	2%
Cc1ccccc1N(CC(=O)N/N=C/c1cc(Br)c(C)o1)S(C)(=O)=O	18%[10 µM]	1%	-15%	-1%	-1%	-14%	4%
N#C/C(=C\C=C\c1ccccc1)C(=O)Nc1ccccc1	/	?	2%	15%	-10%	?	2%
O=C(NC(=S)Nc1cccc(C(F)(F)F)c1)c1csnn1	-5%[10 µM]	-2%[9.22 µM]	9%	/	-4%	/	/
CC(=O)n1nc(-c2ccc(C)cc2)nc1NCc1ccco1	-42%[inhibitor]	4%	4%	?	1%	2%[46 µM]	-1%
COc1ccc(Br)cc1/C=C/C(=O)NC(=S)Nc1ccc(Cl)c(C(=O)O)c1	?	-16%	2%	-11%	-2%	/	3%
CCCOc1ccc(CSc2nnc(CCC)n2N)cc1	-29%	3%	2%	-24%	-10%[38.3 µM]	-3%	0%
O=C(Cc1cc(=O)[nH]c(=O)[nH]1)NCCN1CCOCC1	20%[10 µM]	4%	4%	11%	0%	-10%	1%
Cc1cc(C)nc(NC(=O)C(C)C)n1	-13%	9%	4%	?	1%[38.3 µM]	4%	-4%
CCSc1ncc(Cl)c(C(=O)Nc2ccc(S(=O)(=O)Nc3onc(C)c3C)cc2)n1	-8%	13%	2%	9%	0%[38.3 µM]	7%	2%
COc1ccc(CNC(=O)CCn2c(=O)oc3ccccc32)c(OC)c1	-16%	-3%	-23%	-3%	-3%	?	2%
CN(C)c1ccc(S(=O)(=O)NCC(=O)OCC(=O)Nc2cccc(Cl)c2)cc1[N+](=O)[O-]	-6%[10 µM]	15%	-17%	2%	-2%	10%	2%
CN(C)S(=O)(=O)Oc1ccsc1C(=O)Nc1ccc(C(F)(F)F)cc1	-27%	-3%[9.22 µM]	29%	-25%	10%	5%[9.22 µM]	1%
CC1CCC(C(C)(C)O)CC2=C1CCC2C (stereo not given)	/	/	/	4%	0%	-10%	-3%
CC(=O)OC1OCCOC1NC(=S)NCc1ccco1 (stereo not given)	4%[10 µM]	12%[9.22 µM]	-5%	/	1%	6%[46 µM]	0%
CS(=O)(=O)N(CC(=O)Nc1ccccc1C(=O)NCCc1ccccc1)c1ccc2c(c1)OCCO2	-18%	18%	-4%	?	22%[38.3 µM]	-6%	-6%
O=C(CN1CCN(C(c2ccccc2)c2ccccc2)CC1)N1CCN(c2ccccc2)CC1	4%[10 µM]	-14%[9.22 µM]	-15%	/	/	/	/
O=C1CCc2cc(S(=O)(=O)N3CCC(C(=O)NCCC4=CCCCC4)CC3)ccc2N1	-30%	20%	-2%	11%	-9%[38.3 µM]	-8%	-3%
Cc1ccc2c(c1)nnn2C1CCN(CC(=O)N(c2ccccc2)c2ccccc2)CC1	-17%[10 µM]	-13%[9.22 µM]	10%	/	/	/	/
CCCCOC(=O)CSC1=C(C#N)C(c2cccnc2)C(C(=O)OCC)=C(c2ccccc2)N1 (stereo not given)	/	3%	16%	-8%	17%	-21%[46 µM]	-4%
CCCCc1n[nH]c(=S)n1Cc1ccc(Cl)cc1	-25%	-9%	2%	3%	3%	/	0%
Cc1cc(OCC(=O)NC(C)C)cc(C)c1Cl	23%[10 µM]	-23%	6%	-12%	-2%	-11%	1%
CC(Nc1ccccc1)c1cccnc1 (stereo not given)	-10%[10 µM]	-3%[9.22 µM]	5%	9%	5%	-16%[46 µM]	3%
O=C(C1CCCN(S(=O)(=O)c2cccc3nonc23)C1)N1CCN(c2ccccc2)CC1 (stereo not given)	2%	12%	2%	-37%	39%[38.3 µM]	-19%	18%
CC(=O)OCC(=O)N1N=C(c2ccc3ccccc3c2)CC1c1ccccc1 (stereo not given)	-103%[inhibitor]	?	-5%	22%	41%[activator]	/	3%
CSc1ccccc1C(=O)Nc1cc([N+](=O)[O-])ccc1C	-56%[inhibitor]	-14%	9%	-2%	11%	9%[46 µM]	1%
N#C/C(=C(/O)CO/N=C/c1ccccc1Cl)c1nc2ccccc2[nH]1	21%[10 µM]	3%[9.22 µM]	-8%	/	/	/	/
